# Source: PubChem (Sanford-Burnham Center for Chemical Genomics)
# DUSP3 inh: VHR1 phosphatase inhibitors, primary screen, biochemical, colorimetric, HTS | Dual specificity protein phosphatase 3 (Homo sapiens), P51452 | AID 1992, 2009 | inhibition, % at 20 µM | 50,000 tested, 0.7% active | recombinant VHR phosphatase, colorimetric substrate read-out; in the data active = inhibition above about 60%; also: some results filed as inactive read as strong as hits
# Target sequence (P51452 whole entry, looked up): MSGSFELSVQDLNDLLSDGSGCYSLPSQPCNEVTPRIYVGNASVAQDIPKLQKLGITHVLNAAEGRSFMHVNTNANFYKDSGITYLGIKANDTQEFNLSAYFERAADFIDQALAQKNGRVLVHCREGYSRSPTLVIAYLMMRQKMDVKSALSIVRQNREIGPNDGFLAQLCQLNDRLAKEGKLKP
# The depositor's hits bear a star.
SMILES,DUSP3 inh
COC(=O)C1=C(C)N(C)C(C)=C(C(=O)OC)C1c1cc(Br)c(OC)c(OC)c1,116.2*
O=C(O)COc1ccc(Br)cc1/C=C1\C(=O)NC(=O)N(c2ccc(Cl)cc2)C1=O,13.6
COc1ccc([N+](=O)[O-])cc1NCc1ccc(C(F)(F)F)cc1,-8.4
COc1ccc(S(=O)(=O)N2CCN(C3CCC(c4ccccc4)CC3)CC2)cc1 (stereo unspecified),28.3
COP(=O)(OC)C(Nc1cccc([N+](=O)[O-])c1)c1cccc([N+](=O)[O-])c1 (stereo unspecified),-2.3
O=C(O)C(Cc1ccccc1)N1C(=O)/C(=C/C=C/c2ccccc2)SC1=S (stereo unspecified),91.9*
COc1ccc(-c2nnc(-c3cccc([N+](=O)[O-])c3)o2)cc1,-29.4
Cc1ccc(C(=O)NCc2ccc(Cl)c(Cl)c2)o1,3.1
CCOC(=O)C(Cc1cc(C)c(CC(C(=O)OCC)C(=O)OCC)cc1C)C(=O)OCC,-5.9
O=C(c1ccc([N+](=O)[O-])cc1)N1CCN(C2CCCC2)CC1,8.8
O=C(Nc1ccccc1C(=O)N1CCCC1)c1cccc(F)c1,-13.3
COC(=O)c1ccc(NC(=O)Cc2ccccc2[N+](=O)[O-])cc1,-7.9
O=C1C(=O)N(c2cccc([N+](=O)[O-])c2)C(c2ccccc2F)/C1=C(/O)c1ccccc1 (stereo unspecified),-11.5
O=C(Nc1cccc(Br)c1)c1ccc([N+](=O)[O-])cc1,-4.3
COCCOC(=O)C1=C(C)NC(C)=C(C(=O)OCCOC)C1c1ccc(-c2cccc(Cl)c2Cl)o1,-12.7
CCCCOc1ccccc1C=C1C(=O)NC(=S)NC1=O,11.7
Cc1ccc(C(=O)N/C(=C\c2ccc(-c3cc(Cl)ccc3Cl)o2)C(=O)NCc2cccnc2)cc1,-22.9
CCc1ccc(C(=O)N2CCN(c3ccc([N+](=O)[O-])cc3)CC2)cc1,-7.7
O=c1oc(-c2ccc(Cl)c(Cl)c2)nc2cc(Cl)ccc12,-6.6
CCOc1ccc(C(=O)Nc2ccc(I)cc2Cl)cc1[N+](=O)[O-],28.1

# Laid out differently: 4 of the compounds above.
SMILES: COP(=O)(OC)C(Nc1cccc([N+](=O)[O-])c1)c1cccc([N+](=O)[O-])c1 (stereo unspecified)
- DUSP3 inh: -2.3
SMILES: O=C(O)C(Cc1ccccc1)N1C(=O)/C(=C/C=C/c2ccccc2)SC1=S (stereo unspecified)
- DUSP3 inh: 91.9*
SMILES: COc1ccc(-c2nnc(-c3cccc([N+](=O)[O-])c3)o2)cc1
- DUSP3 inh: -29.4
SMILES: Cc1ccc(C(=O)NCc2ccc(Cl)c(Cl)c2)o1
- DUSP3 inh: 3.1

# (list continues)
SMILES,DUSP3 inh
COc1c(Cl)cc(C(=O)Nc2cccc(C)c2)cc1Cl,0.7
Nc1ccccc1N=CC1=C(O)CNC1=O,50.1
NS(=O)(=O)c1ccc(NC(=O)c2ccccc2[N+](=O)[O-])cc1,-27.8
COC(=O)COc1ccc2c(=O)c(Oc3ccc(C(C)(C)C)cc3)coc2c1,-19.4
N/C(=C\C(=O)/C=C\c1ccccc1)C(Cl)(Cl)Cl,18.6
Cc1ccc2nc(-c3ccc(N=Cc4ccc(Cl)c([N+](=O)[O-])c4)cc3)sc2c1,-7.8
COc1ccc(C(=O)Nc2cccc(NC(=O)c3ccc(Cl)cc3Cl)c2)cc1,-9.4
CCOC(=O)c1sc2nccc3c2c1N=CN3c1ccccc1,-2.9
Cc1cc(C=C2C(=O)c3ccccc3C2=O)c(C)n1-c1ccc(Cl)cc1,-10.4
COc1ccc(N(C(=O)Nc2ccccc2Cl)C(CC(=O)C2CC2)c2ccccc2)cc1 (stereo unspecified),-21.7
O=C(NCCCO)/C(=C/c1ccc2c(c1)OCO2)NC(=O)c1ccc(Br)o1,-25.9
COc1ccc(CCNC(=O)C(=O)NCCc2ccc(OC)c(OC)c2)cc1,-5.7
CCOC(=O)c1ccc2[nH]c3c(c2c1)CCCC3O (stereo unspecified),7.4
CC(=O)N1CCN(c2ccc(Cl)cc2[N+](=O)[O-])CC1C (stereo unspecified),-15.8
COc1ccc(C(=O)CC(Sc2ccccc2NC(C)=O)c2cccc(Br)c2)cc1 (stereo unspecified),9.2
O=C(c1cnn2c(C(F)(F)F)cc(-c3cccs3)nc12)N1CCCc2ccccc21,29.8
CCOc1ccccc1/C=N/NC(=O)c1ccccc1[N+](=O)[O-],7.9
CN1C(=O)c2ccc(S(=O)(=O)c3ccc(C(=O)O)cc3)cc2C1=O,-18.7
O=C(/C=C/c1ccc(Br)cc1)NC(=S)N1CCOCC1,-26.1
Cc1ccc(NC(=O)CC2Nc3cc(C)c(C)cc3NC2=O)cc1 (stereo unspecified),33.7
Cc1ccc([N+](=O)[O-])cc1N1C(=O)C=CC1=O,54.6
COc1ccc(N(CC(=O)Nc2ccc(C)c(C)c2)S(C)(=O)=O)cc1Cl,-16.6
CCOc1ccc(C(=O)Nc2cccc(-c3nc4ncccc4o3)c2C)cc1Cl,0.4
O=C(Nc1ccccc1O)c1cccs1,-6.9
CC(=O)C(Sc1ccc(C)cc1)C(=O)c1ccccc1 (stereo unspecified),-13.4
O=C(c1nn2c(c1Cl)NC(c1ccco1)CC2C(F)(F)F)N1CCN(Cc2ccccc2)CC1 (stereo unspecified),6.5
CCOC(=O)c1c(NC(=O)c2ccc(Cl)cc2Cl)sc(C(=O)Nc2ccccc2C)c1C,-17.0
Cc1ccc(P(=O)(c2ccc(C)cc2)C(C)(C)O)cc1,-15.0
COc1ccccc1N(CC(=O)Nc1ccc(C(C)C)cc1)S(=O)(=O)c1ccccc1,-5.5
O=C(CCN1C(=O)c2ccccc2C1=O)NC1CCCCCC1,-5.9
COc1cccc2cc(C(=O)OCC(=O)c3ccc([N+](=O)[O-])cc3)c(=O)oc12,-1.4
CCN(CC)CCNC(=O)C1(c2ccccc2)CCOCC1,-40.1
CCCC1(O)CC(c2ccccc2)NC(c2ccccc2)C1C (stereo unspecified),-9.3
O=c1oc(/C=C\c2ccccc2)nc2ccc(Br)cc12,-3.4
CCOP(=O)(OCC)C1(O)C(=O)Nc2ccc(Br)cc21 (stereo unspecified),-9.9
CC(C)OC(=O)c1c(NC(=O)c2cccs2)sc2c1CCCC2,-20.4
CCOc1ccc(NC(=S)NC(NC(=O)c2ccc(Br)cc2)C(Cl)(Cl)Cl)cc1 (stereo unspecified),-6.5
COc1ccc(N2C(=O)/C(=C/c3ccc(I)o3)SC2=S)cc1,7.6
CCN1C(=O)/C(=C\c2cc(Cl)ccc2OCCOc2cccc(OC)c2)SC1=S,-16.1
Cc1cc(Cl)ccc1OCCCC(=O)NC1CCCCCCC1,-22.4
O=C(/C=C/c1cccc([N+](=O)[O-])c1)Nc1nc2ccccc2s1,-9.9
CSc1ccc(/C=C(/NC(=O)c2ccccc2)C(=O)N2CCOCC2)cc1,0.9
O=c1c([N+](=O)[O-])c(N2CCCCCC2)c2ccccc2n1-c1ccccc1,-8.5
CC1CCc2nc(NC(=O)c3ccc(S(=O)(=O)N4CCCc5ccccc54)cc3)sc2C1 (stereo unspecified),-8.5
CCOC(=O)c1sc(C)c2c(=O)n(CC(=O)c3ccc(Br)cc3)nnc12,-4.5
Cc1ccccc1/C=N/NC(=O)c1ccc(-c2ccccc2)cc1,-22.9
CCCCc1nnc(NC(=O)CCN2C(=O)/C(=C/c3ccccc3)SC2=S)s1,-6.0
COc1ccc(N(CC(=O)Nc2ccc(Cl)cc2)S(C)(=O)=O)cc1,6.7
Cc1ccc(S(=O)(=O)NCCC(=O)NC(C)(C)C)cc1,-0.7
Cc1ccc(SCC(=O)Nc2cccc(Br)c2)cc1,-12.3
Cc1cc(-c2ccc(/C=C3\Sc4ccccc4C3=O)o2)cc([N+](=O)[O-])c1C,-3.6
Cc1nn(-c2ccccc2)c2c1C(c1ccccc1)C(C#N)=C(N)O2 (stereo unspecified),6.5
CC(=O)Nc1ccc2c(c1)C1C=CCC1C(c1ccccc1[N+](=O)[O-])N2 (stereo unspecified),17.0
CCN1C(=O)/C(=C\c2ccc(-c3ccc([N+](=O)[O-])cc3Cl)o2)SC1=S,9.0
C(=C\c1ccccc1)/CSc1nnc(-c2cccs2)n1-c1ccccc1,6.3
Cc1cccc(C)c1-n1c(C)cc(/C=N/NC(=O)CN2CCOCC2)c1C,60.6
CCOc1ccc(N2C(=O)S/C(=C\c3ccccc3OC)C2=O)cc1,-12.5
Cc1nn(C(=O)c2ccc(Cl)cc2)c(C)c1Sc1ccc([N+](=O)[O-])cc1,-19.1
COc1ccc(C2CC(=O)C3=C(C2)Nc2ccccc2NC3c2ccc3c(c2)OCO3)cc1 (stereo unspecified),-6.0
Cc1cc(NC(=O)c2ccc(Cl)cc2Cl)ccc1NC(=O)c1ccccc1,-2.6

# (cont.)
SMILES,DUSP3 inh
CC1CCN(C(=O)c2cc3n(n2)C(C(F)(F)F)CC(c2ccccc2)N3)CC1 (stereo unspecified),-6.9
CCOC(=O)c1c(-c2ccccc2)csc1NC(=O)C1CCCN1S(=O)(=O)c1ccc(Cl)cc1 (stereo unspecified),-4.8
CC(=O)CC(O)(c1ccccc1)C(F)(F)C(F)F (stereo unspecified),-8.2
COc1cc(NS(=O)(=O)c2ccc(N/C=C/C(=O)c3cccs3)cc2)nc(OC)n1,-18.3
CCCC(=O)Nc1cc2nn(-c3ccc(C)cc3)nc2cc1C,-1.6
CN1CCN(CCCCOc2ccc(Br)cc2)CC1,-10.6
CCCCOC(=O)c1cccc(NC(=O)COc2ccc3c(C)cc(=O)oc3c2)c1,-3.5
S=c1[nH]nc(-c2cccc(Br)c2)n1-c1ccccc1,-7.7
COc1ccc(NC(=O)c2cc(Cl)ccc2Cl)c(OC)c1,-30.8
Cc1cccc(OCC(=O)Nc2nc3ccccc3s2)c1,-10.4
Cc1cccc(-c2noc(C(c3ccccc3)c3ccccc3)n2)c1,-12.4
CS(=O)(=O)N(CC(=O)Nc1ccc2ccccc2c1)c1ccc(Br)cc1,-16.8
O=[N+]([O-])c1cccc(S(=O)(=O)NCc2ccc(F)cc2)c1,3.7
Cc1c(NC(=O)/C=C/c2cccc([N+](=O)[O-])c2)cccc1-c1nc2ncccc2o1,8.3
O=c1oc(-c2ccco2)nc2c1cnn2-c1ccccc1,-18.9
N#CC1=C(SCC(N)=O)NC(=O)CC1c1cccs1 (stereo unspecified),3.0
Cc1ccc(CN2CCN(N=Cc3cccc(Cl)c3)CC2)c(C)c1,-0.2
CC(C)(C)c1ccc(O)c(N=Cc2c(O)ccc3cc([N+](=O)[O-])ccc23)c1,1.0
CC1(C)Cc2c(sc(NC(=O)c3ccc(Cl)cc3)c2C#N)CO1,-13.1
COc1ccccc1C(=O)N1CCN(S(=O)(=O)c2ccc(Cl)cc2)CC1,20.7
CCOC(=O)/C(=C\c1cccc(Br)c1)NC(=O)c1ccccc1,-17.1
CN(C)CCOC(=O)CCN1C(=O)/C(=C/c2c(Cl)cccc2Cl)SC1=S,-25.7
Cc1c(N=Cc2ccc(-c3cccc(Cl)c3)o2)c(=O)n(-c2ccccc2)n1C,-12.0
O=c1oc2cc(OCc3ccccc3F)ccc2c2ccccc12,-6.9
CCC1CCCCN1C(=O)Cn1nc([N+](=O)[O-])c(Cl)c1C (stereo unspecified),-20.0
C=CCN(CP(=O)(OCC)OCC)C(=O)c1ccccc1F,-17.9
Cc1ccc(/C=C/C(=O)N2CCN(c3ccc(Cl)cc3)CC2)cc1,0.6
Cc1cc(C)cc(NC(=O)/C=C/c2ccccc2)c1,-27.3
CCOC(=O)CNC(=O)c1ccc([N+](=O)[O-])cc1,-35.7
COc1cc(NC(=O)C(C)Oc2ccccc2)c(Cl)cc1NC(=O)c1ccccc1 (stereo unspecified),-9.7
COc1cccc(C(=O)Nc2ccc(Cl)c(C(F)(F)F)c2)c1,-13.2
CC1=C(C(=O)Nc2ccc(Cl)cc2)C(c2ccc(C)cc2)NC(=S)N1 (stereo unspecified),-13.0
O=C(NC1CCS(=O)(=O)C1)OC1CCCCC1 (stereo unspecified),-5.2
CC1CCCC(C(=O)O)N1C(=O)CCSC(=O)c1ccccc1 (stereo unspecified),-25.0
Cc1ccccc1NC(=O)c1ccc2ccccc2c1,5.0
COc1cc(/C=C2\SC(=O)N(c3ccccc3)C2=O)ccc1O,-21.6
COC(=O)c1ccc(COc2ccc3c4c(c(=O)oc3c2C)CCCC4)cc1,4.4
COc1cccc(CN2CCN(Cc3ccncc3)CC2)c1,-0.8
C/C(=C\c1ccc(I)cc1)C(=O)c1c(C)cc(C)[nH]c1=O,-2.5
Cc1cc(C)n(-c2nc(N(C)C)nc(N(C)C)n2)n1,-15.4

# Of the compounds above, these contain a CF3 group.
SMILES,DUSP3 inh
COc1ccc([N+](=O)[O-])cc1NCc1ccc(C(F)(F)F)cc1,-8.4
O=C(c1cnn2c(C(F)(F)F)cc(-c3cccs3)nc12)N1CCCc2ccccc21,29.8
O=C(c1nn2c(c1Cl)NC(c1ccco1)CC2C(F)(F)F)N1CCN(Cc2ccccc2)CC1 (stereo unspecified),6.5
CC1CCN(C(=O)c2cc3n(n2)C(C(F)(F)F)CC(c2ccccc2)N3)CC1 (stereo unspecified),-6.9
COc1cccc(C(=O)Nc2ccc(Cl)c(C(F)(F)F)c2)c1,-13.2

# The list goes on.
SMILES,DUSP3 inh
O=C(O)CCC(=O)Nc1ccc(F)cc1,-11.6
Cc1ccc(C)n1-c1ccc(Cl)cc1C(=O)O,84.6*
COc1ccc(/C=N/n2cnnc2SCc2ccccc2)cc1OC,-14.3
COc1ccc(-c2nc3cc(NC(C)=O)ccc3o2)cc1,-4.0
COc1ccc(N(CC(=O)NCc2ccccc2)S(=O)(=O)c2ccccc2)cc1,-12.9

# This is a subset (hit frequency here may not be typical).
